Screening results from PubChem BioAssay.
Bcl-B displacement – displacers of TR3 peptide from Bcl-B, primary screen, selectivity assay for Bfl-1 inhibitor project, biochemical, fluorescence polarization; hit rate 0.11% among 96,000; Bcl-2-like protein 10 (Homo sapiens); FP displacement of FITC-TR3 peptide from Bcl-B; higher % means a stronger effect; one-dose displacement, % at 20 µM; IC50 in µM for titrated hits;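 active means displacement above 50% at 20 µM plus a fluorescence interference ratio under 1.5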;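 further: plate controls were wells without compound for no effect and wells lacking Bcl-B protein for full effect; a part of the inactive calls stands beside numbers as strong as those of hits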
MRP reversal – reversal of MRP1-mediated doxorubicin resistance, primary screen, H69AR cells, doxorubicin co-treatment; hit rate 0.04% among 85,000; H69AR cells + 2 uM doxorubicin, CellTiter-Glo, 72 h; differential viability (reversal), % at 10 µM;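 active means viability drop by adding the cancer drug above about 55%, with treated viability meeting a 40% cutoff, limit read from the data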;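 further: viability without doxorubicin minus viability with 2 µM doxorubicin for each compound; larger differential means the compound sensitizes cells more to doxorubicin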
PLAP inhibitors HTS – PLAP enzyme inhibitors, biochemical, luminescence, HTS (AID 690). Alkaline phosphatase, placental type (Homo sapiens). purified PLAP, luminescent substrate; higher % means a stronger effect. one-dose inhibition, % at 20 µM; IC50 in µM for titrated hits. hit rate 0.08% among 96,000; in the data active means a potency from the dose series; inactive means the rest, 99 in 100 with inhibition below about 30%; further: strong numbers were not always called active
IL1B NFkB inh – inhibitors of IL-1B driven NFkB p65 nuclear import, primary screen, imaging, HUVEC, IL-1B stimulus, high-content imaging; HUVEC IL-1B NFkB p65 nuclear translocation imaging; hit rate 0.43% among 94,000; inhibition, % at 2 µM; AID 796, 2007;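 active means inhibition above about 30% together with a positive call from visual inspection of the well image, limit read from the data; inconclusive means inhibition above a set limit but visual check negative; inactive means inhibition not above a set limit, visual check negative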;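 further: nuclear over cytoplasmic p65 intensity ratio measured by imaging; 0% = IL-1B stimulated DMSO wells and 100% = unstimulated DMSO wells; values of inactives mirror those of a sister screen read the other way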
IL1B NFkB pot – enhancers of NFkB p65 translocation in HUVEC – imaging, IL-1B stimulus, high-content imaging, primary screen. activation, % at 2 µM. HUVEC IL-1B NFkB p65 nuclear translocation imaging. hit rate 0.3% among 94,000. AID 819, 2007;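 active means activation above 40%, about the mean plus 3 SD, also judged a hit on visual image review; inconclusive means activation above 40% but not a hit on visual review; inactive means activation not above 40% and no visual hit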;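 further: percent activation is computed from the nuclear over cytoplasmic p65 intensity ratio; values of inactives mirror those of a sister screen read the other way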
MRP reversal cytotoxicity – also measured in MRP reversal; calls as there; viability, %; H69AR cells, CellTiter-Glo, 72 h; measured here: cytotoxicity without doxorubicin
MRP reversal with doxorubicin – also measured in MRP reversal; calls as there; viability, %; measured here: viability with 2 uM doxorubicin; active compounds read low
IL1B NFkB inh cell count 2 µM – recorded beside IL1B NFkB inh, whose call it bears; cell count; measured here: cells passing quality filter;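 raw number of nuclei counted in each imaged well without normalization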
IL1B NFkB pot cell count 2 µM – also measured in IL1B NFkB pot; calls as there; cell count; measured here: cells passing quality filter
* = called active by the depositor; ? = inconclusive; / = no result given. An excerpt; rates above refer to the full screens.

SMILES | Bcl-B displacement | MRP reversal | MRP reversal cytotoxicity | MRP reversal with doxorubicin | PLAP inhibitors HTS | IL1B NFkB inh | IL1B NFkB inh cell count 2 µM | IL1B NFkB pot | IL1B NFkB pot cell count 2 µM
C=CCN1C(=O)CSc2ccc(C(=O)N3CCC4(CC3)OCCO4)cc21 | -13% | -2 | 80 | 81 | 0% | -44 | 114 | ? | /
C=CCN(CC=C)Cc1c[nH]c2ccccc12 | -3% | / | / | / | -3% | -7 | 203 | 7 | 203
CCS(=O)(=O)N1CCCC(C(=O)N2CCC3(CC2)OCCO3)C1 (stereo unspecified) | 9% | 8 | 99 | 91 | 14% | -8 | 135 | 8 | 135
CC(C)N(CC(O)c1cccc([N+](=O)[O-])c1)C(C)C (stereo unspecified) | -10% | / | / | / | -11% | 8 | 78 | -8 | 78
O=C1NC(=O)C(Cc2cccs2)C(=O)N1 | -10% | / | / | / | 14% | -1 | 145 | 1 | 145
CCCc1nc2ccccc2c(=O)n1-c1ccccc1OC | -10% | 8 | 93 | 85 | 15% | -14 | 132 | 14 | 132
O=C(c1ccccc1F)c1cn(CC(=O)N2CCOCC2)c2ccccc12 | -15% | -2 | 76 | 79 | 12% | 5 | 161 | -5 | 161
O=c1c(C=NCCN2CCNCC2)c(O)n(C2CCCCC2)c(=O)n1C1CCCCC1 | 0% | -32 | 53 | 84 | -66% | -11 | 169 | 11 | 169
CC(=O)Nc1ccccc1C(=O)OCC(=O)c1ccc2ccccc2c1 | 2% | / | / | / | -7% | -6 | 158 | 6 | 158
CN(C)C(=O)Oc1ccc(-c2nnco2)cc1 | -11% | 12 | 97 | 85 | -9% | / | / | / | /
CC12CN3CC(C)(CN(C1)C3c1cccs1)C2O (stereo unspecified) | 6% | -3 | 82 | 84 | -15% | 2 | 135 | -2 | 135
CCOC(=O)N1CCC(NC(=O)CCc2nc(C3=CCN(C)CC3)no2)CC1 | 0% | -6 | 95 | 101 | -30% | 14 | 69 | -14 | 69
COc1ccc(CCn2c(O)c(C=NCCN3CCCCC3)c(=O)[nH]c2=O)cc1OC | 1% | -7 | 100 | 107 | -13% | 13 | 169 | -13 | 169
COc1ccc(CCNCc2ccccc2F)cc1OC | / | 4 | 95 | 91 | / | 9 | 74 | -9 | 74
Cc1nc2nc(SCC(=O)N3CCC4(CC3)OCCO4)nn2c(C)c1Cc1ccccc1 | -8% | / | / | / | -61% | -19 | 163 | 19 | 163
COc1ccc(OC)c(C2=NOC(C(=O)N3CCC4(CC3)OCCO4)C2)c1 (stereo unspecified) | -9% | 12 | 109 | 97 | -19% | -2 | 167 | 2 | 167
CCOC(=O)c1c(C)n(CCN2CCN(C)CC2)c2ccc(OC)cc12 | -9% | 8 | 86 | 78 | -31% | -9 | 163 | 9 | 163
COc1ccccc1N1CCN(Cc2ccccc2F)CC1 | -16% | 1 | 84 | 83 | -34% | / | / | / | /
Cc1nc2ccccc2c(=O)n1-c1ccc(F)cc1 | -3% | 11 | 88 | 77 | -3% | / | / | / | /
CC(C)CCn1c(N)c(C(=O)NCc2cccs2)c2nc3ccccc3nc21 | -11% | -27 | 44 | 71 | -2% | -4 | 155 | 5 | 155
COc1cc(CN2CCN(C(=O)COc3ccccc3)CC2)cc(OC)c1OC | -7% | 3 | 83 | 80 | -18% | 12 | 129 | -12 | 129
CCCC1=C(C(=O)OCC)C2(C(=O)Nc3ccccc32)C(C#N)=C(N)O1 (stereo unspecified) | -1% | -6 | 87 | 93 | 6% | -7 | 98 | 7 | 98
CCOC(=O)C1=C(C)OC(N)=C(C(=O)OCC)[C@@]12C(=O)N(CC(N)=O)c1ccccc12 | -2% | 8 | 97 | 89 | -7% | / | / | / | /
CN(C)c1nc(-c2ccccc2)[n+](C)s1 | 2% | -6 | 82 | 88 | 4% | 6 | 150 | -6 | 150
CCCCCn1c(=O)c(C(=O)Nc2ccncc2)c(O)c2ccccc21 | 1% | -2 | 5 | 7 | -24% | / | / | / | /

More results:
SMILES | Bcl-B displacement | MRP reversal | MRP reversal cytotoxicity | MRP reversal with doxorubicin | PLAP inhibitors HTS | IL1B NFkB inh | IL1B NFkB inh cell count 2 µM | IL1B NFkB pot | IL1B NFkB pot cell count 2 µM
CC(C)(C)NC(=O)Cn1cc(C(=O)c2ccccc2F)c2ccccc21 | -7% | 14 | 85 | 71 | 18% | 4 | 156 | -4 | 156
COc1ccc(C=C2C(=O)N(C)C(=O)N(C)C2=O)cc1CSc1ccccn1 | -9% | -24 | 44 | 68 | 11% | -1 | 147 | 1 | 147
NC(=O)OCCSc1nnc(-c2cccc(C(N)=S)c2)o1 | / | 7 | 96 | 89 | / | -12 | 101 | 12 | 101
Cc1ccc(O)c(CN2CCN(c3ccccc3)CC2)c1 | -10% | 13 | 81 | 68 | -1% | / | / | / | /
CCOc1ccc(C2(C#N)CC[N+](C)(C)CC2)cc1 | 2% | / | / | / | 9% | 9 | 141 | -9 | 141
CCn1c(O)c(C=NCc2cccs2)c(=O)[nH]c1=O | 1% | 11 | 94 | 83 | 3% | -4 | 63 | 4 | 63
O=C(Nc1ccc(F)cc1)N1CC2CC(C1)c1cccc(=O)n1C2 (stereo unspecified) | 4% | -18 | 95 | 113 | 0% | -4 | 158 | 4 | 158
CCCCn1c(=O)c(C(=O)Nc2cnccn2)c(O)c2ccccc21 | -6% | -5 | 14 | 20 | -56% | -6 | 200 | 5 | 200
CN(C)Cc1ccccc1OC(=O)N(C)C | 0% | 0 | 101 | 101 | 5% | 5 | 95 | -5 | 95
CC(C)CC12CN3CCN(CC(C3)C1O)C2 (stereo unspecified) | -11% | 7 | 102 | 96 | 9% | 0 | 197 | 0 | 197
CCOC(=O)c1c(C)n(Cc2ccco2)c2ccc(OC)cc12 | -1% | 17 | 85 | 68 | -9% | -7 | 118 | 7 | 118
CC1=CC(C)C(COC(N)=O)(COC(N)=O)C(C)C1 (stereo unspecified) | -25% | -8 | 93 | 101 | -33% | -35 | 187 | 35 | 187
Cc1nn(-c2ccccc2)c2c1CC1(C(=O)N(C)C(=O)N(C)C1=O)C1CCCCN21 (stereo unspecified) | -1% | / | / | / | -20% | -8 | 126 | 8 | 126
CCCNS(=O)(=O)c1ccc(OCC(=O)N2CCN(Cc3ccccc3)CC2)cc1 | -14% | 17 | 93 | 76 | -10% | -4 | 114 | 4 | 114
COc1ccc(-c2nc3ccccc3c(=O)n2-c2cccnc2)cc1 | -2% | / | / | / | -6% | -6 | 171 | 6 | 171
O=C(O)CP(=O)(O)c1ccc(Cl)cc1 | -9% | / | / | / | 3% | -6 | 96 | 6 | 96
COc1ccc(C2C(C(=O)N3CCC4(CC3)OCCO4)CC(=O)N2c2ccc(OC)cc2)cc1 (stereo unspecified) | -1% | 5 | 87 | 82 | -45% | / | / | / | /
COc1cc(OC)c(OC)cc1CNCCc1ccc(OC)c(OC)c1 | -2% | -1 | 87 | 88 | 24% | / | / | / | /
CCN(CC)Cc1c[nH]c2ccccc12 | -4% | -15 | 89 | 103 | 8% | -4 | 119 | 4 | 119
C=CCOC(=O)C1=C(C)OC(N)=C(C#N)C12C(=O)N(CN1CCOCC1)c1ccccc12 (stereo unspecified) | -6% | -17 | 82 | 100 | 4% | 6 | 127 | -6 | 127
CC(=O)NC1CC2CCCC(C1)N2 (stereo unspecified) | 21% | 3 | 95 | 92 | 20% | -6 | 73 | 6 | 73
CCCCOP(=O)(OCCCC)/C(C#N)=C(/C)O | -2% | 11 | 100 | 89 | -6% | -27 | 169 | 27 | 169
O=C1NC(=O)C(CCc2ccccn2)(Cc2ccc3c(c2)OCO3)C(=O)N1CCc1ccccc1 (stereo unspecified) | 7% | -8 | 77 | 85 | -27% | 6 | 146 | -6 | 146
CCCC[N+]12CCC(CC1)C(C(=O)c1cccs1)C2 (stereo unspecified) | -8% | 14 | 99 | 85 | 17% | -6 | 147 | 6 | 147
CN(C)CCCN=Cc1c(O)n(CCc2ccccc2)c(=O)[nH]c1=O | 0% | 4 | 99 | 95 | 16% | -7 | 182 | 7 | 182

Additional results follow.
SMILES | Bcl-B displacement | MRP reversal | MRP reversal cytotoxicity | MRP reversal with doxorubicin | PLAP inhibitors HTS | IL1B NFkB inh | IL1B NFkB inh cell count 2 µM | IL1B NFkB pot | IL1B NFkB pot cell count 2 µM
O=C(c1ccc2nc(-c3ccco3)c(-c3ccco3)nc2c1)N1CCC2(CC1)OCCO2 | 37% | -6 | 76 | 82 | -17% | / | / | / | /
CC1(C)CN2C(c3ccc(Cl)cc3)N2C1 (stereo unspecified) | 10% | -5 | 100 | 105 | 16% | -9 | 178 | 9 | 178
CCc1nc2ccccc2c(=O)n1-c1cccc(OC)c1 | -6% | 4 | 102 | 97 | -14% | -6 | 49 | 6 | 49
Clc1cccc(N2CCNCC2)c1Cl | / | 18 | 98 | 80 | / | 13 | 102 | -13 | 102
O=C(c1ccccc1)c1cn(CC(=O)N2CCOCC2)c2ccccc12 | -10% | -5 | 92 | 98 | 8% | -29 | 89 | 29 | 89
CCCCn1c(O)c(C(CC)=NCc2ccc3c(c2)OCO3)c(=O)[nH]c1=O | -5% | -7 | 75 | 83 | 6% | -20 | 88 | 20 | 88
C=CCn1c(O)c(C=Nc2ccc(N(CC)CC)cc2)c(=O)[nH]c1=O | 0% | -6 | 85 | 91 | 14% | 1 | 101 | -1 | 101
O=C(Nc1ccccc1)Oc1ccccc1 | 3% | 11 | 92 | 81 | 15% | 10 | 63 | -10 | 63
Cc1nc2ccccc2c(=O)n1-n1cnnc1 | -4% | 8 | 86 | 78 | 3% | 6 | 120 | -6 | 120

Part of the list above, with two lines to a compound.
Values run as follows: Bcl-B displacement	MRP reversal	MRP reversal cytotoxicity	MRP reversal with doxorubicin	PLAP inhibitors HTS	IL1B NFkB inh	IL1B NFkB inh cell count 2 µM	IL1B NFkB pot	IL1B NFkB pot cell count 2 µM
CCCCOP(=O)(OCCCC)/C(C#N)=C(/C)O
  -2%	11	100	89	-6%	-27	169	27	169
O=C1NC(=O)C(CCc2ccccn2)(Cc2ccc3c(c2)OCO3)C(=O)N1CCc1ccccc1 (stereo unspecified)
  7%	-8	77	85	-27%	6	146	-6	146
CCCC[N+]12CCC(CC1)C(C(=O)c1cccs1)C2 (stereo unspecified)
  -8%	14	99	85	17%	-6	147	6	147
CN(C)CCCN=Cc1c(O)n(CCc2ccccc2)c(=O)[nH]c1=O
  0%	4	99	95	16%	-7	182	7	182
O=C(c1ccc2nc(-c3ccco3)c(-c3ccco3)nc2c1)N1CCC2(CC1)OCCO2
  37%	-6	76	82	-17%	/	/	/	/
CC1(C)CN2C(c3ccc(Cl)cc3)N2C1 (stereo unspecified)
  10%	-5	100	105	16%	-9	178	9	178
CCc1nc2ccccc2c(=O)n1-c1cccc(OC)c1
  -6%	4	102	97	-14%	-6	49	6	49
Clc1cccc(N2CCNCC2)c1Cl
  /	18	98	80	/	13	102	-13	102
O=C(c1ccccc1)c1cn(CC(=O)N2CCOCC2)c2ccccc12
  -10%	-5	92	98	8%	-29	89	29	89
CCCCn1c(O)c(C(CC)=NCc2ccc3c(c2)OCO3)c(=O)[nH]c1=O
  -5%	-7	75	83	6%	-20	88	20	88
C=CCn1c(O)c(C=Nc2ccc(N(CC)CC)cc2)c(=O)[nH]c1=O
  0%	-6	85	91	14%	1	101	-1	101
O=C(Nc1ccccc1)Oc1ccccc1
  3%	11	92	81	15%	10	63	-10	63
Cc1nc2ccccc2c(=O)n1-n1cnnc1
  -4%	8	86	78	3%	6	120	-6	120
